Screening results as filed in PubChem BioAssay.
Tb hexokinase – Trypanosoma brucei hexokinase 1 inhibitors, primary screen, biochemical, G6PDH-coupled NADH absorbance, MLSCN library; AID 1430, 2008; 220,000 compounds, 0.11% hits; recombinant TbHK1, G6PDH-coupled NADH A340; inhibition, % at 10 µM; hexokinase 1 [Trypanosoma brucei];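 active = inhibition of 50% or more in the single-dose primary screen; inactive = inhibition below 50%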
NCF1 inh – p47phox/p22phox peptide binding inhibitors, primary screen, biochemical, uHTS, NADPH oxidase regulatory subunit. fluorescence polarization, 2 h. inhibition, % at 24.7 µM. 220,000 compounds, 0.53% hits. AID 1274, 2008;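 active = inhibition above about 30%, limit read from the data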;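 also: 0% = p47phox with labelled peptide and 100% = labelled peptide alone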
BaF3 parental – parental Ba/F3 cell viability inhibition, counter-screen for JAK2V617F inhibitor project, murine pro-B, CellTiter-Glo luminescence | 220,000 compounds, 1.1% hits | CellTiter-Glo ATP luminescence | inhibition, % at 5.6 µM | AID 1486, 2009;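 active = inhibition above a per-campaign cutoff, the mean inhibition of all tested compounds plus 3 SD, cut at about 27% in these data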;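 also: 0% = DMSO wells and 100% = JAK Inhibitor I control wells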
EP2 antag – human EP2 receptor antagonists, primary screen, TR-FRET cAMP, C6 glioma cells; 260,000 compounds, 0.52% hits; inhibition, % at 25 µM; C6 glioma cells expressing human EP2; cells stimulated with saturating PGE2;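 active = percent inhibition above 40 after rounding to a whole number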;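 also: rat C6 glioma host cells with rolipram phosphodiesterase inhibitor present; the protocol text gives 20 µM as final concentration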
p97 inhibitor – inhibitors of human p97 ATPase, primary screen, biochemical; Transitional endoplasmic reticulum ATPase (Homo sapiens), P55072; recombinant p97 ATPase, Kinase-Glo ATP luminescence, 3 h; inhibition, % at 8 µM; 220,000 compounds, 0.42% hits; AID 1481, 2009; in the data active = inhibition above about 15%;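 also: 0% = DMSO vehicle and 100% = wells lacking enzyme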
RBBP9 inh – human RBBP9 inhibitors, primary screen, biochemical, fluorescence polarization, FP-Rh probe, HTS; Serine hydrolase RBBP9 (Homo sapiens), O75884; recombinant RBBP9; inhibition, % at 7.94 µM; 220,000 compounds, 0.2% hits;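 active = inhibition above the campaign mean of all tested compounds plus 3 SD, cut at about 14% in these data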;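 also: plate controls were DMSO wells with RBBP9 for no effect and wells lacking RBBP9 protein for full effect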
Target sequence (O75884 whole entry, looked up): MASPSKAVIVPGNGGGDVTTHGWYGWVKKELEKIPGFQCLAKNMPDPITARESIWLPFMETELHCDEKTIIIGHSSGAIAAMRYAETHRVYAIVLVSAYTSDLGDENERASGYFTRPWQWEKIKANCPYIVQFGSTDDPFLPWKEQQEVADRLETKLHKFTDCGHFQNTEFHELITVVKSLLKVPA
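Test system: recombinant human RBBP9; Timing: 30 min then 45 min, 25 °C; Detection: fluorescence polarization; Control set: RBBP9 with DMSO as uninhibited control, no-protein wells as full inhibition; Compound dosing: one concentration, 7.94 µM nominal, 0.794% DMSO; Probe or stimulus: FP-Rh activity-based probe, 375 nM before mixing.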
PPC-1+TRAIL kill – compounds killing PPC-1 cancer cells with TRAIL present, primary screen, TRAIL potentiator project, ATPLite luminescence, uHTS. 220,000 compounds, 0.41% hits. PPC-1 cells + TRAIL, ATPLite viability luminescence. cell killing (% activity), % at 4 µM;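 active = cell killing above 50% in the first pass at 4 µM, then a duplicate retest at 5 µM averaging 50% or more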;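 also: plate controls were cells with TRAIL plus DMSO for no effect and medium-only wells lacking cells for full effect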
Furin inh – human furin inhibitors, primary screen, biochemical, fluorescence intensity. P09958. purified furin, fluorogenic substrate cleavage. inhibition, % at 30 µM. 220,000 compounds, 0.061% hits; in the data active = inhibition above about 25%; also: inactives centre near -15
Target sequence (P09958 108-714 limits assumed): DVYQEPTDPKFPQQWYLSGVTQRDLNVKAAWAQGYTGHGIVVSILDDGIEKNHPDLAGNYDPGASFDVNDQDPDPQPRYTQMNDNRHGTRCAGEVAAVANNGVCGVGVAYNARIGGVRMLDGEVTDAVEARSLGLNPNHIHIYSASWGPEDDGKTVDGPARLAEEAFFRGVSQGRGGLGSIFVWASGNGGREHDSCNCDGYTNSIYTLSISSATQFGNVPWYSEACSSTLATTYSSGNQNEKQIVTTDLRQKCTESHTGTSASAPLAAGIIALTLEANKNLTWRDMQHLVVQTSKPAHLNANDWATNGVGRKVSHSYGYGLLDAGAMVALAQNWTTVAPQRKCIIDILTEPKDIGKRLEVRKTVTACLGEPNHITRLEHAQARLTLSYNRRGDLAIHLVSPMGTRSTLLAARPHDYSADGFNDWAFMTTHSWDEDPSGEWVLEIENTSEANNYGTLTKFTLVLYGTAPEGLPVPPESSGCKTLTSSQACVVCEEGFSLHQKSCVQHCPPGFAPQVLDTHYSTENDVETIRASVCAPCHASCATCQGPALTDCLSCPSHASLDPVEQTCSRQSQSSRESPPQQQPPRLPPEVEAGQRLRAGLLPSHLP
Ba/F3 V617F tox – reduced viability of JAK2V617F-dependent Ba/F3 cells, primary screen, JAK2V617F inhibitor project, cell-based, Ba/F3 EpoR-JAK2V617F, luminescence. ATP luminescence. inhibition, % at 5.6 µM. 220,000 compounds, 1.1% hits. AID 1446, 2008;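 active = inhibition above the campaign mean plus 3 SD over all tested compounds, cut at about 24% in these data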;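 also: cytokine-independent growth of Ba/F3 cells driven by EpoR plus mutant JAK2; 0% = DMSO-treated cells and 100% = JAK inhibitor I control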
An asterisk follows results filed as active; . = not tested or not shown; & = joins results of further samples; [ ] = another dose, or the depositor's remark. Some of the compounds tested; rates above refer to the full screens.

SMILES	Tb hexokinase	NCF1 inh	BaF3 parental	EP2 antag	p97 inhibitor	RBBP9 inh	PPC-1+TRAIL kill	Furin inh	Ba/F3 V617F tox
COC(=O)c1ccc2c(=O)n(-c3ccccc3)c(SCN3C(=O)c4ccccc4C3=O)nc2c1	-18	-10	7	6	7	-2	22	-10	1
Cc1ccc(N2CC(c3nc4ccccc4n3C)CC2=O)cc1C (stereo unspecified)	-11	6	9	15	0	-5	16	-27	1
C=CCN(Cc1cccc(OC)c1OC)S(=O)(=O)N(C)C	1	-8	-1	13	-6	-9	10	-7[20 µM]	4
Cc1cc(=O)oc2cc(OS(C)(=O)=O)ccc12	0&1	-6&-4	1&1	10&5	3&2	-6&-4	-4&22	-20&-21	-5&-1
O=C(O)c1ccccc1C(=O)NCc1ccccc1	-6	1	6	4	3	8	22	-17[20 µM]	1
C/C(=N\Nc1cccc(C(F)(F)F)c1)c1ccc(O)cc1	-5	0	2	12	2	6	23	-14	-4
COC(=O)Cn1c(=NC(=O)c2ccc(S(=O)(=O)N3CCc4ccccc4C3)cc2)sc2cc(OC)ccc21	-24	-9	3	5	3	-8	13	-34	-1
COc1cccc(C(c2nnnn2Cc2ccccc2)N2CCN(C3CCCC3)CC2)c1OC (stereo unspecified)	0	-5	6	32	-7	-5	21	0	2
NC(N)=N/N=C/c1cccc(Cl)c1Cl	-4	-1	1	4	7	-3	17	-15	-3
CN(C)CCOC(=O)Cc1ccc(Cl)cc1	-1	-4	-1	4	6	-2	-12	-9[20 µM]	-5
O=C(CSc1nnc(-c2ccccc2)c(-c2ccccc2)n1)Nc1ncc(Cl)cc1Cl	-4	-127	5	4	0	1	12	-6	3
COc1ccc(S(=O)(=O)NCCSC(C)(C)C)cc1	-1	-6	1	8	1	0	-5	-20[20 µM]	-1
CC(SC#N)C(=O)C12CC3CC(CC(C3)C1)C2 (stereo unspecified)	-1	-7	6	4	2	-2	3	-17	4
CCc1ccc2oc(=O)cc(CN(C)Cc3ccccc3)c2c1	-1	-1	3	10	-6	-5	42	-10	1
CCC(CO)N=CC1=C(O)CC(C)(C)CC1=O (stereo unspecified)	2	-14	2	18	-2	-4	14	-16	2
O=C(/C=C/c1cccs1)Nc1ccc(N2CCOCC2)c(S(=O)(=O)Nc2cc(Cl)ccc2Cl)c1	-10	-113	3	6	7	2	13	-28	2
CCN(CC)CCN(C(=O)Cn1nnc(-c2ccc(OC)c(OC)c2)n1)C(C(=O)NC1CCCC1)c1ccc(F)cc1 (stereo unspecified)	-10	-12	4	28	4	-7	24	-15[20 µM]	-3
CC1OC(Nc2cccc3ccccc23)C(O)C(O)C1O (stereo unspecified)	35	-10	6	10	6	4	-1	-11	2
Cc1cc(C)nc(-n2nc(C)c3c(C)c(C)c(C)nc32)n1	-4	-2	3	3	4	-3	15	-12[20 µM]	-3
Cn1c(-c2ccccc2)n[nH]c1=S	-11	-13	-1	12	3	3	-2	-26	0

Whole records from above.
CCc1ccc2oc(=O)cc(CN(C)Cc3ccccc3)c2c1 is listed with Tb hexokinase: -1; NCF1 inh: -1; BaF3 parental: 3; EP2 antag: 10; p97 inhibitor: -6; RBBP9 inh: -5; PPC-1+TRAIL kill: 42; Furin inh: -10; Ba/F3 V617F tox: 1
O=C(/C=C/c1cccs1)Nc1ccc(N2CCOCC2)c(S(=O)(=O)Nc2cc(Cl)ccc2Cl)c1 is listed with Tb hexokinase: -10; NCF1 inh: -113; BaF3 parental: 3; EP2 antag: 6; p97 inhibitor: 7; RBBP9 inh: 2; PPC-1+TRAIL kill: 13; Furin inh: -28; Ba/F3 V617F tox: 2

Further entries follow:
SMILES	Tb hexokinase	NCF1 inh	BaF3 parental	EP2 antag	p97 inhibitor	RBBP9 inh	PPC-1+TRAIL kill	Furin inh	Ba/F3 V617F tox
O=c1cnnc(Nc2ccc(Cl)c(C(F)(F)F)c2)[nH]1	-3	-2	0	3	1	-7	31	-23	1
CN1CCN(/N=C/c2ccc(C#N)cc2)CC1	-22	-9	9	3	1	-7	0	-24	1
Cn1c(=O)n(C/C=C/c2ccccc2)c(=O)c2c1nc1n2CCCN1Cc1ccccc1	4	-17	-2	8	3	-8	24	-9	-3
COc1ccc(OC)c(S(=O)(=O)Nc2ccc(O)c3ccccc23)c1	-4	-12	7	42*	-4	-10	23	-13[20 µM]	4
COc1ccc(C(=O)NC(=S)Nc2ccc(N3CCOCC3)c(Cl)c2)cc1[N+](=O)[O-]	29	-3	4	10	7	3	-5	4	-3
CC(C)=CC(=O)Nc1nc2ccc([N+](=O)[O-])cc2s1	-2	-84	6	7	1	-6	15	-25	2
CC(C)(C)NC(=O)COC(=O)c1ccc(Cl)cc1O	-2	0	3	1	-3	-5	8	-28	2
O=C(c1ccc(CS(=O)(=O)c2c(Cl)cccc2Cl)o1)N1CCN(c2ccccn2)CC1	2	0	2	18	1	-4	5	-5	-4
COc1cc(OC)c(OC)cc1/C=N/NC(=O)c1cnccn1	-27	-1	4	2	-3	0	-4	-15	1
Cn1c(/N=C/c2cccs2)nc2ccccc21	-9	-1	2	0	-1	2	31	-8	0
COc1ccccc1/C=C/C(=O)OCc1nc2ccccc2c(=O)[nH]1	-11	-1	7	5	0	-4	-4	-18	2
CC(=O)N1CCc2cc3nc(C)cc(C)c3cc21	-27	0	3	.	-1	6	10	-126	0
Cc1cc(-c2ccc(Cl)cc2)oc(=O)c1NC(=O)c1ccccc1	-2	-1	4	9	1	-1	-4	-12[20 µM]	1
CC(C)CC(COCc1ccc(C(F)(F)F)cc1)N1CCN(C(=O)c2ccc(C(F)(F)F)cc2)CCC1=O (stereo unspecified)	-4	-7	9	12	-6	3	2	3	4
Cc1ccc(S(=O)(=O)N2CCN(C(=O)CCC(=O)OCC(=O)Nc3cccc(C#N)c3)CC2)cc1	-3	-5	1	5	2	-9	-1	-13	-4
Cc1c(Cc2ccccc2)c(=O)oc2c(C)c(OCc3nn[nH]n3)ccc12	-3	-1	0	11	7	-1	11	-23	-3
CCOC(=O)C1CCCN(C(=O)CC(c2ccccc2)c2ccccc2)C1 (stereo unspecified)	-1	0	1	17	-2	-5	8	-15[20 µM]	0
COC(=O)c1ccc(C(=O)OC)nc1	9	-10	1	7	0	-4	5	-5	-1
Cc1cc(Cl)c(S(=O)(=O)N2CC(C)OC(C)C2)cc1OCC(N)=O (stereo unspecified)	3	6	7	9	2	-1	12	-24[20 µM]	-2
COc1ccc(N2CCN(C(=O)CN(Cc3ccc(Cl)cc3)S(C)(=O)=O)CC2)cc1	-6	-5	4	6	-9	-13	-2	-9[20 µM]	-1
COc1ccc(Oc2c(C=O)c3ccccc3n2C)cc1	-2	-4	4	6	-2	-6	-1	-7[20 µM]	0
COc1cc(/C=N/NC(=O)c2cccc(NC(=O)c3ccccc3Cl)c2)ccc1O	-16	-24	6	20	5	-15	-1	-4	2
COCCN(C(=S)Nc1ccccc1C)C(C)c1cccs1 (stereo unspecified)	-8	-42	8	9	3	5	9	-11	1
CC(C)Cn1c(SCC(=O)c2c(N)n(C)c(=O)n(C)c2=O)nc2ccccc21	-9	-34	6	9	-2	-8	-7	-23[20 µM]	-3
O=S(=O)(Nc1nc2ccccc2nc1NCc1ccco1)c1cccs1	-15	1	9	9	1	-6	-4	-16[20 µM]	1
Cn1c(C(=O)N2CCN(c3cccc(C(F)(F)F)c3)CC2)cc2sccc21	-3	-12	3	21	-1	1	-17	-15	2
CCNC(=S)N/N=C1\CCCCc2ccccc21	-2	-9	1	2	0	-3	28	-10	0
COc1cccc(C2=NOC(C(=O)Nc3cccnc3Cl)C2)c1OC (stereo unspecified)	-7	-1	4	2	4	-9	3	-18	2
O=P1(Nn2cnnc2)C=C(c2ccccc2)OC(c2ccccc2)=C1	-1	-10	4	8	1	-4	4	-6[20 µM]	2
Cn1c(C(=O)N2CCCC(C(=O)c3ccc(C(F)(F)F)cc3)C2)cc(=O)n(C)c1=O (stereo unspecified)	5	0	4	4	1	-12	-7	-20	-3
CN(C)S(=O)(=O)c1ccc(NC(=O)CSc2ncnc3ccccc23)cc1	-5	-18	4	10	-1	-10	-1	-17	2
CCN(CC)S(=O)(=O)c1ccc(OC)c(NC(=O)C2CC(=O)N(c3ccc(C)cc3)C2)c1 (stereo unspecified)	-9	-14	0	8	1	-4	24	-16	-2
COc1ccc(-c2csc(Nc3ccc(S(N)(=O)=O)cc3)n2)cc1OC	-13	-36	2	16	10	-2	21	-16	-2
C/C(Cn1cnc([N+](=O)[O-])n1)=N\NC(=O)c1cccnc1	31	-5	6	4	3	4	15	-10	-4
CCc1ccccc1NC(=O)COc1cccc2ccc(C)nc12	-4	-2	4	10	1	-4	37	-20	1
Cc1cc(C(F)(F)F)nc(-n2cc(-c3cccc(N)c3)nn2)n1	-4	-6	9	5	1	-3	18	-14	1

In the list so far, 13 contain a Cl atom:
SMILES	Tb hexokinase	NCF1 inh	BaF3 parental	EP2 antag	p97 inhibitor	RBBP9 inh	PPC-1+TRAIL kill	Furin inh	Ba/F3 V617F tox
NC(N)=N/N=C/c1cccc(Cl)c1Cl	-4	-1	1	4	7	-3	17	-15	-3
CN(C)CCOC(=O)Cc1ccc(Cl)cc1	-1	-4	-1	4	6	-2	-12	-9[20 µM]	-5
O=C(CSc1nnc(-c2ccccc2)c(-c2ccccc2)n1)Nc1ncc(Cl)cc1Cl	-4	-127	5	4	0	1	12	-6	3
O=C(/C=C/c1cccs1)Nc1ccc(N2CCOCC2)c(S(=O)(=O)Nc2cc(Cl)ccc2Cl)c1	-10	-113	3	6	7	2	13	-28	2
O=c1cnnc(Nc2ccc(Cl)c(C(F)(F)F)c2)[nH]1	-3	-2	0	3	1	-7	31	-23	1
COc1ccc(C(=O)NC(=S)Nc2ccc(N3CCOCC3)c(Cl)c2)cc1[N+](=O)[O-]	29	-3	4	10	7	3	-5	4	-3
CC(C)(C)NC(=O)COC(=O)c1ccc(Cl)cc1O	-2	0	3	1	-3	-5	8	-28	2
O=C(c1ccc(CS(=O)(=O)c2c(Cl)cccc2Cl)o1)N1CCN(c2ccccn2)CC1	2	0	2	18	1	-4	5	-5	-4
Cc1cc(-c2ccc(Cl)cc2)oc(=O)c1NC(=O)c1ccccc1	-2	-1	4	9	1	-1	-4	-12[20 µM]	1
Cc1cc(Cl)c(S(=O)(=O)N2CC(C)OC(C)C2)cc1OCC(N)=O (stereo unspecified)	3	6	7	9	2	-1	12	-24[20 µM]	-2
COc1ccc(N2CCN(C(=O)CN(Cc3ccc(Cl)cc3)S(C)(=O)=O)CC2)cc1	-6	-5	4	6	-9	-13	-2	-9[20 µM]	-1
COc1cc(/C=N/NC(=O)c2cccc(NC(=O)c3ccccc3Cl)c2)ccc1O	-16	-24	6	20	5	-15	-1	-4	2
COc1cccc(C2=NOC(C(=O)Nc3cccnc3Cl)C2)c1OC (stereo unspecified)	-7	-1	4	2	4	-9	3	-18	2
